Screening data as filed in PubChem BioAssay.
PTAP TSG101 blk = blocks PTAP/TSG101 interaction to inhibit HIV-1 budding; Q99816; Fluorescence polarization, FITC-PTAP peptide / Tsg101 binding; Potency, µM (titrated, usually from 115 µM), for the others: top-dose activity change, negative = inhibition, actives largely listed as inhibitors; 340,000 tested, under 10 active; active = well fitted inhibition curve with a large enough effect in the main read-out, with a control signal flat, not every such curve was filed as active; inconclusive = small, poorly fitted or top-dose-only effect, or effect the other way, or a change in a side signal; inactive = no such curve, though single readings can be large or run the other way; also: potency is read from the fitted curve at half-maximal effect; % of control where 0% means no effect
Target sequence (Q99816 whole entry, looked up): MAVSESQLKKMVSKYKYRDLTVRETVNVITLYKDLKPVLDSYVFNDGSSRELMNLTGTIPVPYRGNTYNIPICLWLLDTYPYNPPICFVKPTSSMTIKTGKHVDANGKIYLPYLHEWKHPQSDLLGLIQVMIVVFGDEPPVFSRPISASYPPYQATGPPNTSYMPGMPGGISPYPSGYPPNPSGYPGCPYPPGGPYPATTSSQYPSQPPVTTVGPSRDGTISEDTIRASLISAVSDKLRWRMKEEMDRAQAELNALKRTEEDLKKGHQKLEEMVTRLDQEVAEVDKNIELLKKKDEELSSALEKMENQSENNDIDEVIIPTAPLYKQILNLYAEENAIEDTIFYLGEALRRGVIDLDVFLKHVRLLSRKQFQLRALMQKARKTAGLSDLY
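Steps: Tsg101 binding domain dispensed (10 uM final), compounds pinned in DMSO, FITC-labeled PTAP-motif peptide added (50 nM final); after 20 min binding at room temperature, polarization measured.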
Mito fusion act = mitochondrial division inhibition or fusion activation; 320,000 tested, 0.23% active; Potency, µM (series often up to 46.1 µM), for the others: at the highest dose growth rescue (activation), most hits filed as activators; S. cerevisiae fusion-defective mutant growth rescue, CellTiterGlo 48 h;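 also: potency is read from the fitted curve at half-maximal effect; % of control where 0% means no effect; nearly all actives have a fitted effect of over 45% in size; temperature-sensitive fusion mutants such as fzo1-1 at 37 °C on non-fermentable ethanol glycerol medium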
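Temperature-sensitive fusion-defective S. cerevisiae (e.g. fzo1-1, mgm1-5) were grown with compound in YPEG medium (3% ethanol, 3% glycerol) for 48 hours at 37C. Growth rescue was measured as viability by CellTiterGlo luminescence after 10 minutes at ambient.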
MLL CXXC-DNA inh = blocks binding of human MLL CXXC domain to DNA. Q03164. MLL-CXXC / FITC-HOXA9 DNA fluorescence polarization. Potency, µM (series often up to 115 µM), without a hit: at the top dose activity change, negative = inhibition, most hits filed as inhibitors. 290,000 tested, 0.037% active; active = well fitted inhibition curve with a large enough effect in the polarisation, with a control signal flat, not every such curve was filed as active; inconclusive = small, poorly fitted or top-dose-only effect, or effect the other way, or a change in a side signal; inactive = no such curve, though single readings can be large or run the other way; the % refers to the polarisation; also: potency is read from the fitted curve at half-maximal effect
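Purified MLL-CXXC (added from a 7 uM solution) was preincubated 5 min at ambient with pinned compounds in 50 mM Tris-HCl pH 7.5, 50 mM NaCl, 1 mM DTT, 0.05% BSA. Fluorescein-labeled HOX-A9 DNA (50 nM solution) followed, 30 min, then polarization read.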
Integrin act MD = activates integrin-mediated alleviation for muscular dystrophy; 350,000 tested, 0.064% active; alpha7betagal myoblasts, beta-gal FDG fluorescence, 48 h; Potency, µM (top dose mostly 38.3 µM), for inactives: at the highest dose activation, actives largely listed as activators; AID 624291;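 also: potency is read from the fitted curve at half-maximal effect; 100% = response of the positive control SU9516; nearly all actives have a fitted effect of over 60% in size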
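Alpha7betagal+/- myoblasts (passage 13) were plated 16-24 hr, then exposed to compounds (1:260 dilution of DMSO stock) for 48 hours at 37C. After MPER lysis, β-galactosidase reporter activity was read as FDG fluorescence (ex 480/em 540) after 30 minutes.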
ASM inhibitor = inhibitors of human secretory acid sphingomyelinase; P17405; placental ASM, HMU-PC fluorogenic substrate, 60 min; Potency, µM (titrated, usually from 57.5 µM), without a hit: at the top dose activity change, negative = inhibition, hits mostly inhibitors; 340,000 tested, 0.006% active; AID 504937; also: potency is read from the fitted curve at half-maximal effect
Target sequence (P17405 47-631 limits assumed): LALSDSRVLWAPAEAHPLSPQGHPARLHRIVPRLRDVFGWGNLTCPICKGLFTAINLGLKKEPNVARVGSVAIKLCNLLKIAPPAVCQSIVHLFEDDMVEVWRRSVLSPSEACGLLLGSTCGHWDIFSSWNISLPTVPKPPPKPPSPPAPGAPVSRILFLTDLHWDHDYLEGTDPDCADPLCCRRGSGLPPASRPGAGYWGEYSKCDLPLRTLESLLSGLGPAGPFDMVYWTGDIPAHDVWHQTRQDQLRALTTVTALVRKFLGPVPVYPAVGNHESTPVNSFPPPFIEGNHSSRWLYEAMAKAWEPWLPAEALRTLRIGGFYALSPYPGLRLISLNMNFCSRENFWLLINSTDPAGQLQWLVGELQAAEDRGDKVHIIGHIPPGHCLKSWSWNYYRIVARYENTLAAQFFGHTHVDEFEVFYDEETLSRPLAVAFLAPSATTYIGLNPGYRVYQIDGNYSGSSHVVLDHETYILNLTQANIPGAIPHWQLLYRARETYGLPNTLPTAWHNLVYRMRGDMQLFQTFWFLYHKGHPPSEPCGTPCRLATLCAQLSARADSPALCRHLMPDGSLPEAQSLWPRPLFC
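Fluorescence read-out (Ex 386 nm, Em 447 nm) after stopping the reaction at pH 10. Enzyme: ASM from human placenta; substrate HMU-PC0, 9 uM final; 60 min, 37 °C. Compound preincubation 10 min, ambient temperature.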
Menin-MLL TR inh = menin-MLL binding inhibition, Texas Red mutant peptide; Menin + Texas Red MLL mutant peptide, fluorescence polarization; Potency, µM (doses to about 61.6 µM), without a hit: top-dose FP activity change, negative = inhibition, most hits filed as inhibitors; 270,000 tested, 0.23% active; active = well fitted inhibition curve with a large enough effect in the polarisation, with a control signal flat, not every such curve was filed as active; inconclusive = small, poorly fitted or top-dose-only effect, or effect the other way, or a change in a side signal; inactive = no such curve, though single readings can be large or run the other way; the % refers to the polarisation; also: potency is read from the fitted curve at half-maximal effect; % of control where 0% means no effect; many of its hits are not listed in these tables
TSHR antagonist = blocks TSH signaling through the human TSH receptor; 330,000 tested, 0.2% active; TSHR-expressing cells, TSH-stimulated cAMP HTRF, 2 h; hits give low values; activity change, negative = inhibition, % at 11.5 µM; AID 504810; P16473;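 active = activity change below a set negative limit, meaning inhibition stronger than a set level, cut at about -70% in these data; inconclusive = activity change between two set negative limits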; also: % is scaled to controls: 0 for no effect and ±100 for the full control effect
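TSHR-expressing cells were treated with compounds, then stimulated with TSH at EC80 (4nM final) for 2 hours at 37 deg C. Cellular cAMP was measured by HTRF competition between lysate cAMP and cAMP-d2 for a cryptate-labelled anti-cAMP antibody.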
AT treatment = potential ataxia-telangiectasia treatments restoring KAP-1 phosphorylation. […] A-T fibroblasts, KAP-1 phosphorylation AlphaLISA; neocarzinostatin DNA damage 30 min before lysis. Potency, µM (top dose mostly 57.5 µM), inactives show at the highest dose activation, usual class: activators. 320,000 tested, 0.19% active; also: potency is read from the fitted curve at half-maximal effect; % of control where 0% means no effect; nearly all actives have a fitted effect of over 45% in size
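hTERT-immortalized A-T patient fibroblasts ([…]), 500 cells/well in OPTI-MEM, 1% FBS, got compounds for 60 min, then NCS for 30 min at 37C. Lysates were then assayed for phospho-KAP-1 by AlphaLISA (anti-pKAP1 donor, anti-KAP1 acceptor beads), 6 hr at 25C.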
TCR activator = activates T cell receptor signaling | primary human leukocytes, anti-CD3, IL-2 HTRF, 48 h | Potency, µM (doses to about 9.22 µM), for inactives: at the top dose activation of IL-2 secretion, actives largely listed as activators | 330,000 tested, under 10 active | AID 504894; also: % of control where 0% means no effect
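IL-2 release read by HTRF sandwich (Eu cryptate donor, d2 acceptor, 665 nm emission) after 48 hr exposure of primary human leukocytes to compound together with anti-CD3 beads in the absence of co-stimulatory signals.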
MBNL1 CUG block = inhibitors of human MBNL1 binding to CUG repeat RNA | Q9NR56 | Potency, µM (series often up to 57.5 µM), for inactives: at the top dose activity change, negative = inhibition, most hits filed as inhibitors | TR-FRET MBNL1-His/biotin-(CUG)12 binding, 665/545 ratio | 280,000 tested, 0.036% active; active = well fitted inhibition curve with a large enough effect in the signal ratio, with a control signal flat, not every such curve was filed as active; inconclusive = small, poorly fitted or top-dose-only effect, or effect the other way, or a change in a side signal; inactive = no such curve, though single readings can be large or run the other way; the % refers to the signal ratio; also: potency is read from the fitted curve at half-maximal effect; % is scaled to controls: 0 for no effect and ±100 for the full control effect
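Compound titration spanned 92 nM–58 uM against the MBNL1-His/biotin-(CUG)12 complex. After 60 min at room temperature with 5 nM streptavidin-XL665 and 0.055 ng/ul terbium anti-His, ratiometric 665/545 nm emission (Ex 340 nm) normalized to controls.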
* marks the source's active call; other numbers are inactive results; u = inconclusive; x = no result given; [ ] = remark or other dose. Unless noted, calls follow the shape of the dose curve; as a rule, active = well fitted curve in the direction sought with a large enough effect; inconclusive = small, poorly fitted or top-dose-only effect, or another doubt; inactive = no such curve, though single readings can be large; an effect the other way counts as inactive or inconclusive.

canonical_smiles	TSHR antagonist	Menin-MLL TR inh	AT treatment	Integrin act MD	MBNL1 CUG block	TCR activator	Mito fusion act	ASM inhibitor	MLL CXXC-DNA inh	PTAP TSG101 blk
CCOC(=O)N1CCN(c2ccnc3cc(Cl)ccc23)CC1	8	-8%	2%	-25%	5%	-1%	5%	26%	4%	0%
O=C(O)C1C2C=CC(C2)C1C(=O)NCCCc1ccccc1 (stereo not drawn)	-3	14%	2%	-3%	x	8%[46.1 µM]	-3%	1%	5%	-1%
CC(C)[C@H](NC(=O)OCc1ccccc1)C(=O)OCc1ccccc1	-3	-18%	7%	2%	-7%	1%	14%	-10%	13%	-3%
CN1/C(=C\C(=O)COC(=O)c2ccc(O)cc2)C(C)(C)c2ccccc21	-19	x	3%	-45%	-4%	-2%	16%	61%[activator]	14%	-2%
CC(C)CNC(=O)[C@H](Cc1ccccc1)NC(=O)c1cccs1	4	-12%	6%	9%	-3%	-2%	9%	3%	-6%	-1%
CC(C)C12CN3CCN(CC(C3)/C1=N\NC(=O)Nc1ccccc1)C2	-13	-7%	-2%	12%	-2%	-5%[46.1 µM]	-6%	-1%	2%	0%
CC1CC(=O)N(CC(=O)Nc2cccc(Cl)c2)c2ccccc2S1(=O)=O (stereo not drawn)	-4	11%	6%	-5%	-10%	-11%	-3%	0%	-2%	1%
OCC1(CC2CCCCO2)CCN(Cc2cccc(O)c2)CC1 (stereo not drawn)	-9	-2%	3%	-12%	-8%	1%	-3%	-1%	-1%	-3%

(further entries)
canonical_smiles	TSHR antagonist	Menin-MLL TR inh	AT treatment	Integrin act MD	MBNL1 CUG block	TCR activator	Mito fusion act	ASM inhibitor	MLL CXXC-DNA inh	PTAP TSG101 blk
CCC(C)(C)C1CCc2[nH]nc(C(=O)NC(C)C)c2C1 (stereo not drawn)	-13	x	13%	-2%	x	-2%	7%	-2%	x	-4%
CCOCCCNC(=O)c1cn(CC)c2ccc(S(=O)(=O)N3CCOCC3)cc2c1=O	-20	x	2%	2%	-3%	-1%	0%	0%	13%	-4%
Cc1noc(C)c1CN1C(=O)NC(Cc2ccccc2)(Cc2ccccc2)C1=O	7	-29%	4%	10%	-7%	10%	7%	2%	2%	-6%
CCc1ccc(C(=O)NC(C(=O)NCC2CCCO2)C(C)C)cc1 (stereo not drawn)	5	-6%	-1%	15%	-6%	-5%	1%	3%	-2%	-11%
CCOC(=O)/C=C1\SCC(=O)N1CC(=O)Nc1ccc(OC)c(OC)c1	4	x	5%	14%	-4%	2%	0%	-2%	-5%	2%
O=C(O)c1ccccc1C(=O)O	-7	x	4%	x	x	13%	-2%	9%	x	-1%
Cc1cccc(SCc2noc(C(=O)NCC3CCCO3)c2C(=O)O)c1 (stereo not drawn)	-2	19%	-5%	5%	-4%	5%	0%	5%	-5%	-6%
CC(=O)c1ccc(NC(=S)NC(=O)Cc2ccc(Cl)cc2)cc1	-13	u	14%	4%	6%	-5%	-9%	-1%	11%	1%

The listing continues.
canonical_smiles	TSHR antagonist	Menin-MLL TR inh	AT treatment	Integrin act MD	MBNL1 CUG block	TCR activator	Mito fusion act	ASM inhibitor	MLL CXXC-DNA inh	PTAP TSG101 blk
O=C(NN=C(Cc1ccccc1)Cc1ccccc1)c1ccccc1O	-5	17%	5%	-25%	0%	1%	6%	1%	6%	-5%
c1ccc(Sc2cnc3ccccc3n2)cc1	x	9%	x	26%	u	-9%	-2%	-2%	3%	-3%
COc1ccccc1CNC(=O)[C@@H]1CCCN1C(=O)[C@@H]1Cc2ccccc2CN1C(=O)OC(C)(C)C	41	x	25%	14%	8%	-3%	9%	4%	-15%	-6%
COC(=O)c1c(C)nsc1NC(=O)Oc1ccccc1	3	8%	1%	20%	5%	-3%	4%	-2%	-1%	0%
COc1cc(NC(=O)CN2CCN(C(=O)C3CCCO3)CC2)c(OC)cc1Cl (stereo not drawn)	6	3%	-8%	-13%	1%	-1%	2%	3%	-15%	x
N#CCCSc1nc(N2CCOCC2)c2c(c1C#N)CCCC2	-12	6%	0%	10%	2%	x	-5%	-27%	0%	-16%
Cn1cc([N+](=O)[O-])c(C(=O)N2CCCCCC2)n1	7	x	-4%	21%	5%	-9%	0%	0%	19%	-1%
CCCc1cc(C(=O)Nc2sc3c(c2C#N)CCC3)no1	-8	6%	-4%	-5%	3%	-7%[46.1 µM]	30%	0%	-1%	-6%

A portion of the results above, as a working copy:
canonical_smiles	TSHR antagonist	Menin-MLL TR inh	AT treatment	Integrin act MD	MBNL1 CUG block	TCR activator	Mito fusion act	ASM inhibitor	MLL CXXC-DNA inh	PTAP TSG101 blk
Cc1cccc(SCc2noc(C(=O)NCC3CCCO3)c2C(=O)O)c1 (stereo not drawn)	-2	19%	-5%	5%	-4%	5%	0%	5%	-5%	-6%
CC(=O)c1ccc(NC(=S)NC(=O)Cc2ccc(Cl)cc2)cc1	-13	u	14%	4%	6%	-5%	-9%	-1%	11%	1%
O=C(NN=C(Cc1ccccc1)Cc1ccccc1)c1ccccc1O	-5	17%	5%	-25%	0%	1%	6%	1%	6%	-5%
c1ccc(Sc2cnc3ccccc3n2)cc1	x	9%	x	26%	u	-9%	-2%	-2%	3%	-3%
COc1ccccc1CNC(=O)[C@@H]1CCCN1C(=O)[C@@H]1Cc2ccccc2CN1C(=O)OC(C)(C)C	41	x	25%	14%	8%	-3%	9%	4%	-15%	-6%
COC(=O)c1c(C)nsc1NC(=O)Oc1ccccc1	3	8%	1%	20%	5%	-3%	4%	-2%	-1%	0%
COc1cc(NC(=O)CN2CCN(C(=O)C3CCCO3)CC2)c(OC)cc1Cl (stereo not drawn)	6	3%	-8%	-13%	1%	-1%	2%	3%	-15%	x

The results go on:
canonical_smiles	TSHR antagonist	Menin-MLL TR inh	AT treatment	Integrin act MD	MBNL1 CUG block	TCR activator	Mito fusion act	ASM inhibitor	MLL CXXC-DNA inh	PTAP TSG101 blk
C[C@@]12CC(=O)NC1N(C(=O)c1cccc(C(F)(F)F)c1)C(c1ccccc1O)C2 (stereo partly drawn)	18	-8%	2%	15%	0%	-4%	-2%	-2%	-5%	0%
C[n+]1c(-c2ccccc2)cc2c(=Cc3ccc([N+](=O)[O-])cc3)c3ccccc3n21	x	x	x	-54%[inhibitor]	x	6%	x	-4%	x	-4%
CCSc1nnc2c3cc(CC)ccc3n(C)c2n1	-4	u	1%	-27%	22%	0%	10%	0%	-2%	1%
O=C(Nc1ccc(S(=O)(=O)NCC2CCCO2)cc1)c1cccc(F)c1 (stereo not drawn)	0	-17%	-1%	-33%	22%	7%	-1%	-3%[11.5 µM]	29%	-2%
Cc1cc(C)n(CC(=O)Nc2ccccc2)n1	8	10%	-10%	1%	-10%	x	-1%	2%	1%	3%
COC(=O)c1ccc(/C=N\N2CCN(Cc3ccc(C)cc3)CC2)cc1	0	-27%	-4%	0%[7.66 µM]	-8%	-3%	-4%	-4%	11%	-3%
Cc1cccc(NC(=O)c2sc3nc(-c4ccccc4)cn3c2C)n1	-25	4%	x	-15%	116%[activator]	5%	u	9%	10%	1%
Cc1ccsc1/C=C/c1n[nH]c(=O)c(C#N)c1C	-13	-1%	-5%	-16%	u	4%	0%	9%	-14%	-7%

More entries
canonical_smiles	TSHR antagonist	Menin-MLL TR inh	AT treatment	Integrin act MD	MBNL1 CUG block	TCR activator	Mito fusion act	ASM inhibitor	MLL CXXC-DNA inh	PTAP TSG101 blk
O=C(CCn1c(=O)oc2ccccc21)N1CCN(c2ccccc2F)CC1	-7	-1%	-1%	21%	3%	4%	1%	2%	-1%	-5%
Cc1cc(OCC(=O)Nc2ccc(S(=O)(=O)N3CCN(C)CC3)cc2)ccc1Br	34	31%[activator]	-1%	32%	-1%	-4%	-3%	x	6%	1%
COc1ccc(C)cc1NC(=O)CN(C)S(=O)(=O)c1ccc2c(c1)CC(C)N2C(C)=O (stereo not drawn)	-13	x	0%	u	-4%	-3%	-10%	-23%	2%	-1%
CCOc1ccccc1/C=C/c1cc(C(=O)O)c2ccccc2n1	-6	x	8%	-8%	7%	-5%	3%	433%[activator]	-21%	-1%
COc1ccccc1C(=O)COC(=O)c1cc(S(=O)(=O)N2CCCCC2)ccc1N1CCOCC1	20	x	-2%	20%	x	-22%	-37%[inhibitor]	x	x	-2%

Some of the compounds tested; count on the stated rates, not on these rows.
